# DRD3 antagonist – qHTS of D3 Dopamine Receptor Antagonist: qHTS; 360,000 tested, 2.5% active; D(3) dopamine receptor (Homo sapiens), P35462; max response, negative = inhibition, %; AID 652054, 2013; D3R cells, DiscoveRx beta-arrestin luminescence, antagonist mode; stronger effect = lower value; in the data active = max response below about -50%; inconclusive = no clear call, values can overlap the other calls; also: % is scaled to controls: 0 for no effect and ±100 for the full control effect; mostly tested at two doses, the higher about 12 µM
# Target sequence (P35462 whole entry, looked up): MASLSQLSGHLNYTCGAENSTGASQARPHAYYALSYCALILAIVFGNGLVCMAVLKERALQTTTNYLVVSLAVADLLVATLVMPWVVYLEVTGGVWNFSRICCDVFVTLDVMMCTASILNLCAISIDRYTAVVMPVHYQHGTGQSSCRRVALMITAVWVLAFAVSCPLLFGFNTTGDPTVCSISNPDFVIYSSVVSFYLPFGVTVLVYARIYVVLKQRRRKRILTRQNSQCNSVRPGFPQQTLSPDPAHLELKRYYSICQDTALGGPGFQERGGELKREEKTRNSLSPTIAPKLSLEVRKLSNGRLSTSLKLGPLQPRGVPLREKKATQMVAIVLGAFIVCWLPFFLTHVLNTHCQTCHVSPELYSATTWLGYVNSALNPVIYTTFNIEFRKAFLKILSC
#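 Cells expressing the human receptor were seeded at 1500 cells/well, incubated overnight at 37 degrees C in 5% CO2, then exposed to library compounds with dopamine controls for 90 minutes at 37 degrees C before luminescent detection.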
# EPAC2 agonist – qHTS for Agonist of cAMP-regulated guanine nucleotide exchange factor 4 (EPAC2): primary screen; Rap guanine nucleotide exchange factor 4 (Homo sapiens), Q8WZA2; 360,000 tested, 0.079% active; EPAC2 activation, biochemical qHTS; response scale: 100% = 6.5 mM cAMP response; Potency, µM (series often up to 154 µM), inactives show at the highest dose activation, hits mostly activators; AID 720711, 2013; also: potency is read from the fitted curve at half-maximal effect; nearly all actives have a fitted effect of over 50% in size
#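 qHTS, titration series. 100 nM EPAC2 / 250 nM Rap1B-BODIPY-GDP / 50 uM GDP; RT; ex 480/em 540 nm, 5-min reads to 30 min. Norm. to 6.5 mM cAMP = activation.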
# aSyn yeast inh – qHTS of alpha-syn Inhibitors | Yeast expressing alpha-synuclein, growth rescue, BacTiter-Glo, 24 h | Potency, µM (series often up to 46.1 µM), for inactives: at the top dose growth rescue (activation), actives largely listed as activators | 370,000 tested, 0.14% active; also: potency is read from the fitted curve at half-maximal effect; % of control where 0% means no effect; nearly all actives have a fitted effect of over 65% in size
#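 Rescue of yeast growth: cells expressing toxic alpha-synuclein, induced in galactose at OD600 0.02, incubated with compound 24 h at 30 C. ATP luminescence quantified growth; inhibitors of toxicity appear as activators.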
# FUS suppressor – qHTS for Suppressors of FUS Proteinopathy: Primary screen using FUS-linked yeast assay; S. cerevisiae FUS-expressing, growth rescue, OD600, 24 h; Potency, µM (top dose mostly 76.6 µM), for inactives: top-dose growth rescue (activation), hits mostly activators; 390,000 tested, 0.24% active;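 also: potency is read from the fitted curve at half-maximal effect; plate controls were DMSO vehicle for no effect and reference control for full effect; nearly all actives have a fitted effect of over 55% in size; some results filed as inactive show a strong effect at the top dose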
#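 S. cerevisiae expressing FUS from galactose induction served as the toxicity model. Growth after 24hr at 30C, read as absorbance at 600 nm, indicates suppression of toxicity; compounds dosed at several concentrations.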
# D3 ag – qHTS of D3 Dopamine Receptor Agonist: qHTS | D(3) dopamine receptor (Homo sapiens), P35462 | D3R DiscoveRx beta-arrestin cells, luminescence, 90 min | max activation, % | 410,000 tested, 0.58% active | AID 652048, 2013; in the data active = max activation above about 30%; also: 0% is about no effect; mostly tested at two doses, the higher about 12 µM
#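 Cells at 1500/well, incubated overnight, then treated with pinned compounds (dopamine as control) for 90 min at 37 degrees C. DiscoveRx reagent added for 30 - 60 minutes at room temperature; luminescence read.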
# TDP-43 yeast inh – qHTS of TDP-43 Inhibitors; TDP-43 expressing yeast growth rescue, BacTiter-Glo, 24 h; Potency, µM (titrated, usually from 46.1 µM), inactives show at the highest dose growth rescue (activation), most hits filed as activators; 410,000 tested, 1.8% active; AID 652104, 2013; also: potency is read from the fitted curve at half-maximal effect; % of control where 0% means no effect; nearly all actives have a fitted effect of over 50% in size
#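 Luminescence from BacTiter-Glo reports growth of TDP-43-expressing yeast after 24 hr at 30 deg C with compound. Cells were raffinose-pregrown to mid-log, then seeded in galactose medium at OD600=0.02.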
# EPAC2 antagonist – qHTS for Antagonist of cAMP-regulated guanine nucleotide exchange factor 2 (EPAC2): primary screen; Potency, µM (highest dose often 114 µM), without a hit: at the top dose activity, negative = inhibition, actives largely listed as inhibitors; 360,000 tested, 0.18% active; Rap guanine nucleotide exchange factor 4 (Homo sapiens), Q8WZA2; EPAC2 GEF exchange of Rap1B-BODIPY-GDP, fluorescence; AID 720708, 2013; also: potency is read from the fitted curve at half-maximal effect; % is scaled to controls: 0 for no effect and ±100 for the full control effect; nearly all actives have a fitted effect of over 45% in size; many of its hits are not listed in these tables
# Abeta yeast res – qHTS for compounds that reverse cellular toxicity of Amyloid beta (A-beta) peptide in yeast: Primary Screen. yeast expressing A-beta42, growth rescue, OD600, 48 h; response scale: 0% DMSO, 100% iron-clioquinol control. Potency, µM (highest dose often 46.1 µM), inactives show at the highest dose growth rescue, actives largely listed as activators. 410,000 tested, 0.063% active; also: potency is read from the fitted curve at half-maximal effect; nearly all actives have a fitted effect of over 55% in size
#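 Yeast A-beta toxicity model in growth medium with pinned compounds, 48 h at 30 C; growth read as absorbance at 600 nm. Normalized to FeCl3/clioquinol equimolar mix (positive) and DMSO (negative).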
# * = called active by the depositor; ? = inconclusive; · = no result given; & = joins results of further samples; [ ] = dose if it differs, or a comment. Unless noted, calls follow the shape of the dose curve; as a rule, active = well fitted curve in the direction sought with a large enough effect; inconclusive = small, poorly fitted or top-dose-only effect, or another doubt; inactive = no such curve, though single readings can be large; an effect the other way counts as inactive or inconclusive. An excerpt (hit frequency here may not be typical).
Structure	DRD3 antagonist	EPAC2 agonist	aSyn yeast inh	FUS suppressor	D3 ag	TDP-43 yeast inh	EPAC2 antagonist	Abeta yeast res
O=[N+]([O-])c1ccc(O)c(/C=N/n2c(CO)nc3ccccc32)c1	-54*	11%	-16%	9%	-17	-25%	0%	-54%[inhibitor]
O=c1[nH]c(=O)c2nc3ccccc3nc2[nH]1	·	11%	-2%	10%	·	·	9%	2%
COc1ccc(CC(=O)NCc2ccc(-n3cccc3)cc2)cc1OC	-10	0%	0%	5%	1	13%	5%	-6%
Cc1noc(C)c1S(=O)(=O)N(CC(=O)Nc1ccc(F)cc1F)c1ccc(C(C)C)cc1	·	·	·	4%	-6	2%	·	15%
Cc1nnc(SCC(=O)N2CCOCC2)c2ccccc12	-16	11%	6%	3%	10	22%	-1%	4%
NS(=O)(=O)c1ccc(Nc2nc(-c3ccccc3)cs2)cc1	-20	13%	-11%	16%	-4	4%	2%	4%
CC(C)n1cnc2c(Nc3cccc(Cl)c3)nc(NCCCO)nc21	?	9%	1%	-1%	-16	11%	-9%	4%
CCOc1ccc(N(CC(=O)Nc2ccccc2CC)S(=O)(=O)c2c(C)[nH]c(=O)[nH]c2=O)cc1	·	·	·	17%	-1	0%	·	-3%
Cc1ccc(-n2cc(CN(C)Cc3ncc[nH]3)c(-c3cccc(C)c3)n2)cc1	-18	24%	-5%	11%	-15	-20%	-17%	-16%
COc1ccc(C(=O)NNC(=O)CSc2nnc3ccccn23)cc1OC	-12	9%	-7%	1%	-5	-11%	20%	6%
O=C(CN1CCNCC1)N1CCOCC1	21	5%	-2%	-19%	6	20%	-3%	-16%
CCN(CC)CCNC(=O)c1nn(-c2ccc(C)cc2)c(=O)c2c1c1ccccc1n2C	-12	3%	0%	32%	1	-2%	-9%	-5%
CCOc1ccc(N2CC(c3nc4ccccc4n3CC(C)C)CC2=O)cc1 (stereo unspecified)	·	·	·	10%	11	18%	·	20%
CN(C)c1ccc(CN(C)C2CCCCC2)cc1	-18	4%	-4%	8%	-5	-15%	4%	2%
Cc1cc(C(=O)NNc2ccccc2F)no1	7	1%	4%	-3%	16	-9%[1.82 µM]	6%	5%
COc1ccc(-c2nnc(CSc3ncnc4sc5c(c34)CCC5)o2)cc1OC	25	-4%	8%	·	4	-24%	20%	-12%
CCOC(=O)c1c(C)[nH]c(C2=NNC(=Nc3ccccc3)SC2)c1C	15	-2%	-15%	?	0	5%	2%	-18%
Cc1occc1-c1nnc(SCC(=O)NCC2CCCO2)n1C (stereo unspecified)	1	-5%	-1%	3%	2	5%	7%	11%
CCc1nc2ccc(C(=O)N(CC)CCN(C)C)cn2c1N(C)CCCc1ccccc1	-5	-1%	0%	-12%	-22	25%	5%	-4%
Cc1ccc(NC2=C(c3ccc(C(F)(F)F)cc3)C(=O)c3ccccc32)cc1C	·	·	·	4%	8	27%	·	30%
CC(C)CC(CCc1ccccc1)OS(N)(=O)=O (stereo unspecified)	16	3%	1%	-26%	0	23%	5%	1%
c1ccc2c(OCCCCN3CCOCC3)cccc2c1	-60*	2%	3%	0%	-12	-6%	-1%	-4%
COc1nccnc1NS(=O)(=O)c1ccc(NC(=S)NC(=O)/C=C/c2ccccc2)cc1	-63*	-3%	0%	0%	-10	-1%	3%	-40%
CSc1ccc(CN2CCC2(C)C(=O)Nc2cccc(NS(C)(=O)=O)c2)cc1 (stereo unspecified)	10	9%	-1%	-7%	-8	0%	-11%	-7%
O=C(CCc1nnc2ccc(NCc3ccccc3)nn12)NC1CCCCC1	-4	-4%	3%	11%	2	3%	6%	0%
Cc1ccccc1C(=O)N1CCN(C(c2ccccc2)c2ccccc2)CC1	-4	18%	-2%	22%	-9	-12%	-2%	17%
CCCc1ncc(C(O)c2cccc(OC)c2OC)n1C (stereo unspecified)	-22	10%	0%	-7%	-4	-10%	-3%	2%
CC[C@@H](C)[C@H](NC(=O)CCc1c(C)c2cc3c4c(oc3c(C)c2oc1=O)CCCC4)C(=O)O	-8	28%	3%	38%	2	20%	-12%	-7%
COc1ccc(C=C(C(C)=O)C(C)=O)cc1OC	-50*	-5%	1%	-12%	2	11%	3%	-32%[inhibitor]
CC1CCN(C(=O)c2ccc(S(=O)(=O)N3CCCC3)cc2)CC1	-1	2%	-3%	23%	-14	9%	-7%	-12%

# Two compounds drawn at random from those above:
Structure	DRD3 antagonist	EPAC2 agonist	aSyn yeast inh	FUS suppressor	D3 ag	TDP-43 yeast inh	EPAC2 antagonist	Abeta yeast res
Cc1cc(C(=O)NNc2ccccc2F)no1	7	1%	4%	-3%	16	-9%[1.82 µM]	6%	5%
CC(C)CC(CCc1ccccc1)OS(N)(=O)=O (stereo unspecified)	16	3%	1%	-26%	0	23%	5%	1%

# The list goes on.
Structure	DRD3 antagonist	EPAC2 agonist	aSyn yeast inh	FUS suppressor	D3 ag	TDP-43 yeast inh	EPAC2 antagonist	Abeta yeast res
COc1ccccc1CNC(=O)c1ccc2c(c1)N(Cc1ccc(C)cc1)CCS2	·	·	·	21%	-7	17%	·	9%
CCOC(=O)N1CCN(CCC(=O)Nc2cc(OC)cc(OC)c2)CC1	-9	0%	-1%	-3%	5	-10%	-4%	2%
COc1cc(C2/C(=C(\O)c3ccc4c(c3)OCCO4)C(=O)C(=O)N2Cc2ccccc2)ccc1O (stereo unspecified)	-20	2%	-4%	-2%	7	-9%	2%	-8%
Cc1cccc(S(=O)(=O)c2cn(C)c3cc(N4CCN(c5ccccc5)CC4)c(F)cc3c2=O)c1	·	·	·	3%	4	3%	·	0%
OCCNc1ccc(Cl)cc1	10	-19%	-10%	-17%	-4	-10%	11%[57.1 µM]	1%
O=C1c2cccc(NCCNCCO)c2C(=O)c2cccc(NCCNCCO)c21	0	8%	-18%	·	-11	-30%	-12%	-27%
Cc1cccc(OCC(=O)Nc2sc3c(c2C#N)CCC3)c1	4	9%	-10%	9%	7	-5%	3%	-5%
CCSc1ccccc1C(=O)N1CCN(Cc2ccc3c(c2)OCO3)CC1	-10	7%	-2%	21%	-10	-8%	-1%	-8%
O=C(O)CCCC[C@@H]1SC[C@@H]2NC(=O)N[C@@H]21	40	4%	-4%	-10%	10&7	18%	3%	-7%
COC(=O)c1ccc(/C=N/N2CCN(Cc3ccc(Cl)cc3)CC2)cc1	6	8%	-1%	-23%	7	1%	6%	-4%
O=C(COC(=O)/C=C/c1cccc([N+](=O)[O-])c1)NCc1ccco1	29	-4%	0%	-9%	1	9%	7%	5%
CCc1ccccc1NC(=O)c1ccc2snnc2c1	-1	12%	-1%	14%	8	0%	10%	?
COc1ccc(CN2CCOCCOCCN(Cc3ccc(OC)cc3)CCOCCOCC2)cc1	2	2%	0%	-7%	-17	15%	-3%	2%
COC(=O)c1ccc(C)c(NC(=O)c2ccc(Cn3cc([N+](=O)[O-])cn3)o2)c1	11	6%	-1%	·	-3	13%	0%	2%
CC(=O)c1ccc(NC(=O)c2cc(C)nc3c2c(C)nn3-c2ccc(C)cc2)cc1	·	·	·	18%	15	18%	·	-18%
CC(=O)C1C(c2cccc(F)c2)c2c(n[nH]c2C)CC1(C)O (stereo unspecified)	-16	-1%	-4%	-22%	0	-9%	-4%	6%
O=S(=O)(c1cccs1)N1CCN(CCc2ccccc2)CC1	-19	11%	-1%	·	-15	18%	-1%	-7%
O=C(C(=O)N1CCN(C(=O)OCc2ccccc2)CC1)c1cccnc1	-10	3%	0%	10%	4	27%	-2%	-16%
O=C(O)c1c2c(nc3ccccc13)/C(=C/c1ccc(O)cc1)CC2	-7	-5%	1%	-5%	-3	-4%	29%	5%
COC(=O)C1CC2=C(CCCC2=O)NC1=O (stereo unspecified)	5	3%	2%	-14%	-5	14%	15%	5%
CC(Oc1cccnc1[N+](=O)[O-])C(=O)N1CCc2ccccc21 (stereo unspecified)	23	5%	11%	15%	-5	4%	-10%	33%
COc1ccc(C(=O)Nc2sc3c(c2C(=O)NCc2ccco2)CCCC3)cc1OC	19	-8%	4%	12%	0	3%	-2%	-6%
Cc1c(C(=O)Nc2cccc(-c3nc4ccccc4s3)c2)oc2ccc(F)cc12	·	·	·	3%	-7	3%	·	-21%
COc1cc(S(=O)(=O)NCCCN2CCOCC2)ccc1Cl	-14	3%	-2%	8%	-15	2%	12%	-5%
Cc1ccccc1COCCN1CCN(S(=O)(=O)c2ccccc2)CCC1=O	-3	11%	0%	7%	0	-5%	-6%	-2%
COc1ccc(S(=O)(=O)N2CCN(c3ccc4nnc(-c5ccc(F)cc5)n4n3)CC2)cc1	-27	5%	-8%	?	4	11%	-7%	0%
CCO[C@H]1c2c(ccc3ccc(=O)oc23)OC(C)(C)[C@H]1O	5	6%	4%	-30%	8	20%	26%	3%
CC(=O)NC12CC3CC(C1)CC(C(=O)OCC(=O)Nc1ncc(Cl)c(C)c1Cl)(C3)C2	-2	11%	1%	24%	-2	11%	1%	10%
O=c1cc(COc2ccccc2Cl)nc2scc(-c3ccccc3)n12	·	·	·	-10%	5	26%	·	0%
CCCc1c(C(=O)Nc2ccc(N3CCOCC3)cc2)cnn1-c1ccccc1	33	-1%	-21%	3%	2	-5%	-1%	-5%
O=c1cc(CNc2ccc(Br)cc2)nc2sccn12	-1	13%	?	·	1	20µM*	-3%	-7%
CCCC(=O)c1ccc2c(c1)OCCO2	-12	-5%	1%	-8%	13	14%	10%	9%
CCCCN1C(=O)C(NC(=O)c2cccnc2)(C(F)(F)F)C2=C1CC(C)(C)CC2=O (stereo unspecified)	20	-5%	3%	25%	1	3%	2%	0%
CN(C)N1C(N)=C(C#N)C(c2cccc3ccccc23)C2=C1CC(c1ccccc1)CC2=O (stereo unspecified)	?	3%	7%	3%	-3	27%	-6%	18%

# Screening results (PubChem BioAssay)
